# M1 antag – blocks human M1 muscarinic receptor. hit rate 1.3% among 360,000. inhibition, % at 3 µM. P11229. AID 588852. CHO-K1 hM1, Fluo-8 calcium fluorescence, ACh EC80 antagonist;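 active = percent inhibition above its own plate's cutoff, namely the mean of that plate's compound wells plus 3 SD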;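 also: peak over basal fluorescence ratio during 140 s after agonist addition; 0% = ACh EC80 plus DMSO and 100% = DMSO alone without agonist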
# M5 ag – CHRM5 agonism in calcium assay. P08912. CHO-K1 hM5 cells, Fluo-8 calcium fluorescence; 0% DMSO wells, 100% maximal acetylcholine response. activation, % at 3 µM. hit rate 0.19% among 360,000. AID 624037;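 active = activation above the run's mean over test compounds plus 3 SD, cut at about 23% in these data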;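 also: signal is peak over basal fluorescence ratio across the kinetic read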
# Target sequence (P08912 whole entry, looked up): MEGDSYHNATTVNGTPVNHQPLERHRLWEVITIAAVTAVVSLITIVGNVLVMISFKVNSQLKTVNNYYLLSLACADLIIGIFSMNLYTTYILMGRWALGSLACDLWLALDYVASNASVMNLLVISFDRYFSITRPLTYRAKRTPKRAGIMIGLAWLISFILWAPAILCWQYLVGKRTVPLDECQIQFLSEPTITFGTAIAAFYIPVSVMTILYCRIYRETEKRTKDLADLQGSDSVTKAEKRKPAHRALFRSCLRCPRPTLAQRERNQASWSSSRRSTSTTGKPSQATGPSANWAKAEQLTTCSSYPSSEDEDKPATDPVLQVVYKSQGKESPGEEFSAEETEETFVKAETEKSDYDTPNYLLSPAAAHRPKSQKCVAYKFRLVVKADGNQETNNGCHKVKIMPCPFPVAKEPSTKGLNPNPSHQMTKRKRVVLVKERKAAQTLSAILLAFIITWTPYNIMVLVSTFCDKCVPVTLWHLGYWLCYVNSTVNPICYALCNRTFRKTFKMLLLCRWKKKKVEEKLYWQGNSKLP
# M4 PAM – potentiates acetylcholine response at human M4 receptor; P08173; CHO-K1 hM4/Gqi5, Fluo-8 calcium fluorescence, ACh EC20; 0% = ACh EC20, 100% = maximal ACh; activation, % at 3 µM; hit rate 0.4% among 360,000;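 active = activation above its plate's cutoff, the mean activation of sample wells plus 3 SD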; also: some results filed as inactive read as strong as hits
# Target sequence (P08173 whole entry, looked up): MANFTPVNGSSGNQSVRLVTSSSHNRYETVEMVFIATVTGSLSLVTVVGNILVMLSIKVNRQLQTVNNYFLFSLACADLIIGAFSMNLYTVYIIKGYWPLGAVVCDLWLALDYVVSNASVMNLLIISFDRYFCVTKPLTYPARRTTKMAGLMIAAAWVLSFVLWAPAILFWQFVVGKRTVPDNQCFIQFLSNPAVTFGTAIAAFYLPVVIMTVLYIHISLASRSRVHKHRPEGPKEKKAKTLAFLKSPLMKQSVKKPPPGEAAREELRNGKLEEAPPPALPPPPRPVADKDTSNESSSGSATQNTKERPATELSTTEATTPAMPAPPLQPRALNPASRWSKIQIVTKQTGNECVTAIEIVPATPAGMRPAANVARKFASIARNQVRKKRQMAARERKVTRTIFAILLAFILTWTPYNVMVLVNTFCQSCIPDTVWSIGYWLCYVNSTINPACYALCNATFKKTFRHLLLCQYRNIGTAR
# M4 antag – antagonists of human muscarinic M4 receptor (CHRM4); AID 624125; hit rate 0.73% among 360,000; CHO-hM4 cells, ACh EC80, Fluo-8 calcium fluorescence; inhibition, % at 3 µM; P08173;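 active = inhibition above its plate's cutoff, the mean inhibition of sample wells plus 3 SD, cut at about 27% in these data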;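 also: 0% = acetylcholine EC80 with DMSO and 100% = DMSO without agonist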
# M4 ag – CHRM4 agonism in calcium assay | AID 624127 | CHO-K1 hM4/Gqi5, Fluo-8 calcium fluorescence; vehicle 0%, full acetylcholine response 100% | activation, % at 3 µM | hit rate 0.14% among 360,000;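 active = activation above the run mean over all test wells plus 3 SD, cut at about 32% in these data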;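 also: peak over basal fluorescence ratio per well then scaled between controls; 0% = DMSO wells and 100% = acetylcholine at EC100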
# M5 antag – blocks acetylcholine activation of human M5 receptor; P08912; CHO-hM5 cells, Fluo-8 calcium fluorescence, ACh EC80; inhibition, % at 3 µM; hit rate 0.59% among 360,000;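 active = inhibition above a per-plate cutoff, the mean of that plate's test compounds plus 3 SD, cut at about 27% in these data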;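 also: 0% = acetylcholine EC80 with DMSO and 100% = DMSO without agonist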
# CHRM1 PAM – human CHRM1 positive allosteric modulation; CHO-K1 hM1, Fluo-8 calcium fluorescence, ACh EC20; 0% = ACh EC20, 100% = maximal ACh; activation, % at 3 µM; hit rate 0.088% among 360,000; in the data active = activation above about 19%, passing the limit was not always enough
# M5 PAM – potentiates acetylcholine response at human M5 receptor. hit rate 0.3% among 360,000. activation, % at 3 µM. CHO-K1 hM5, Fluo-8 calcium, ACh EC20 PAM; 0% = ACh EC20, 100% = ACh EC100. AID 624038;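 active = activation above the run cutoff, the mean activation of all test compounds plus 3 SD, cut at about 18% in these data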
#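 Assay system: CHO-K1 hM5 cells / Incubation: Fluo-8 loading 80 min at 37 °C plus 30 min room temperature / Technique: Fluo-8 calcium dye fluorescence, kinetic read / Repeats: single replicate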
# CRFBP-R2 agonist – agonists of human CRF-binding protein/CRF-R2 receptor complex. HEK293 CRF-R2/CRF-BP, calcium dye fluorescence (FLIPR); percent of saturating CRF peptide response. activation, % at 13.2 µM. hit rate 0.46% among 350,000. AID 588473;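 active = activation of at least 50%, plus an integration ratio under a set limit after plate pattern correction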;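 also: plate controls were neutral control wells without compound for no effect and CRF at EC100 for full effect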
# Active calls of the source: *; nt = no result given. This is a random part of the collection; 2.8% or so of the library scored in one or more.
SMILES,M1 antag,M5 ag,M4 PAM,M4 antag,M4 ag,M5 antag,CHRM1 PAM,M5 PAM,CRFBP-R2 agonist
O=C(Nc1nccs1)c1cccc(NC(=O)C(F)(F)F)c1,-13,4,-6,-7,4,4,20,-9,-2.5
CCc1ccc(-n2c(Cc3ccccc3)n[nH]c2=S)cc1,-14,-8,1,0,0,-2,11,8,-1.1
CCOCCCNC(=O)Cn1cc2c(n1)-c1c(oc(C(=O)N3CCCC3)c1C)CC2,-19,1,1,0,-1,-5,6,0,-1.9
CCN(CC)S(=O)(=O)c1cc(NC(=O)COC(=O)Cn2cnc3ccccc32)ccc1C,-5,-1,-6,4,1,5,-2,-2,0.0
CCCNC(=O)c1ccc(Cn2cc(C(F)(F)F)ccc2=O)cc1,-11,-4,2,-4,1,-5,12,1,-2.1
Oc1cccc(C=NN=C2c3ccccc3-c3ccccc32)c1,-5,2,-4,0,2,0,1,2,1.4
Cc1nc(CN2CCN(C(=O)c3ccc(Br)cc3)CC2)cs1,1,1,19,0,1,4,9,5,-1.5
Cc1ccccc1CC(=O)Nc1ccc(S(=O)(=O)N2CCN(C)CC2)cc1,-8,-4,3,5,1,-2,8,-3,-0.9
Cc1ccc(C(C)C)cc1OCC(=O)Nc1ccccc1N1CCCC1,-20,-3,13,-11,-1,-5,19,2,-1.2
Cc1cccc(N(Cc2cc3ccccc3[nH]c2=O)C(=O)c2ccco2)c1C,-4,2,10,-1,1,7,3,-2,0.1
CS(=O)(=O)N1CCN(c2ccccc2NC(=S)NC(=O)c2ccccc2[N+](=O)[O-])CC1,29*,4,-14,12,21,16,-25,-18,-0.4
CSc1nc(-c2ccccc2)nc(C(Cl)Cl)n1,-1,0,-7,0,-2,1,4,1,-0.3
O=C(CSc1nnc2c(n1)[nH]c1ccccc12)Nc1cccc(S(=O)(=O)N2CCOCC2)c1,-26,0,-5,-3,2,-10,-1,4,-3.6
COc1cnc(SC(C)C)[nH]c1=O,1,3,9,3,2,-12,2,0,-1.7
COc1ccc(-c2ccc(/C=C3/C(=N)N4C=CSC4=NC3=O)o2)c([N+](=O)[O-])c1,20,0,-10,15,6,-3,-10,-8,2.2
CSCC[C@H](NC(=O)CC(C)(C)C)c1nc2ccccc2[nH]1,-1,2,-1,-8,2,8,12,-6,-1.9
O=C1CC2CCCC(C1)S2=O (stereo not drawn),-9,0,-2,7,1,10,4,-2,-0.1
CCn1c2ccc(C)cc2c2nnc(NN)nc21,3,-4,-7,13,0,7,-9,-3,-0.8
O=C(/C=C/[C@H]1O[C@@H](n2ccc(=O)[nH]c2=O)[C@H](O)[C@@H]1O)NC1CCN(Cc2ccccc2)C1 (stereo partly drawn),-30,-2,-2,-1,0,1,5,1,nt
Cc1ccccc1NC(=O)COc1ccc(S(=O)(=O)N2CCCC2)cc1C,13,-1,3,2,1,-12,6,7,-0.4
S=C(Nc1cccc(Cl)c1Cl)N1CCC2(CC1)OCCO2,3,0,-11,7,0,16,0,-7,-0.4
CCC(=O)NC(=S)Nc1ccccc1OC,-3,-2,8,2,0,6,2,1,2.1
CNC(=O)NC(=O)COc1c(F)c(F)cc(F)c1F,7,0,-8,-4,0,10,-3,-8,-0.5
Cn1ccc(C(=O)N/N=C/c2cccnc2)n1,-13,-1,4,-2,1,5,7,-1,-1.2
COc1ccccc1C(=O)N/N=C1/NC(=O)CC(C(=O)Nc2ccccc2)S1 (stereo not drawn),-10,3,0,-8,0,1,7,2,23

# The results go on:
SMILES,M1 antag,M5 ag,M4 PAM,M4 antag,M4 ag,M5 antag,CHRM1 PAM,M5 PAM,CRFBP-R2 agonist
O=C(Nc1ccc(N2CCN(Cc3ccccc3)CC2)cc1)c1cccnc1,-3,-2,-11,6,5,-4,-1,-1,0.5
COc1ccccc1NC(=O)C(=O)c1cn(CC(=O)N2CCOCC2)c2ccccc12,-14,-2,6,-12,2,-5,8,4,0.7
CCOC(=O)CSc1nnc(-c2ccc(OC)cc2)n1CC,-10,0,-1,5,1,2,8,1,-2.1
COCC1CCN(C(=O)C2CCN(c3nc(-c4ccccc4)nc4c3CCC4)CC2)C1 (stereo not drawn),-7,-6,2,-7,0,9,6,-5,0.2
COc1cc(/C=N/NC(=O)c2ccc(CSc3nncn3C)cc2)cc(OC)c1O,-2,1,7,-2,2,10,7,8,-0.9
CCOC(=O)c1sc2nc(C(C)C)c3c(c2c1N)CC(C)(C)OC3,-27,3,0,-15,0,-4,17,9,0.1
COc1ccc(OC)c(NC(=O)CSc2nc3c(c(=O)n(C)c(=O)n3C)n2C)c1,2,1,0,4,0,4,-2,1,-0.7
Cc1cc(NC(=O)COC(=O)c2ccc(OC(F)(F)F)cc2)no1,-1,0,7,4,0,8,1,4,0.8
Nc1ncccc1OCc1ccc(Cl)c(Cl)c1,0,-7,-9,-2,10,11,-3,-9,-1.1
CCCN(CC(=O)Nc1ccccc1OC)C(=O)CN1C(=O)NC(C)(C)C1=O,6,1,-2,-14,1,-2,-6,2,-0.3
Cn1c(SCC(=O)NCCc2ccc(S(N)(=O)=O)cc2)nc2ccccc2c1=O,-2,-2,4,-8,1,3,8,7,-0.8
Cn1c(CNC2CCCCC2)c(C#N)c2ccccc21,-8,-1,0,4,0,1,8,-4,-0.5
COc1ccc(C(=O)c2coc3ccc(O)c(CN(C)C)c23)cc1,1,1,11,-23,3,-3,4,-1,-2.4
O=C(N/N=C/c1ccc2ccccc2c1)c1ccc(COc2ccc3c(c2)CCC3)o1,-22,-2,-1,-6,0,3,5,2,1.4
O=S1(=O)CC(N2CCN(CCO)CC2)CN1C1CCCCC1 (stereo not drawn),-11,2,5,-7,0,3,12,-3,nt
CCc1cccc(CC)c1NC(=O)COC(=O)c1ccc(F)c(S(=O)(=O)N(CC)CC)c1,7,-1,2,-1,-1,1,4,5,-4.7
O=[N+]([O-])c1cc(-c2csc(NCCc3nc4cc(Cl)c(N5CCCCC5)cc4n3CCCO)n2)ccc1Cl,16,5,19,11,1,2,-1,11,-0.4
CCO[C@H]1OC(C(=O)O)=C[C@@H](c2csc3ccccc23)[C@@H]1CCCO,2,0,5,-8,0,8,3,0,1.2
O=C(CCS(=O)(=O)c1cccs1)Nc1ccc(C(=O)NCc2ccc(F)cc2)cc1,-9,0,2,5,2,3,9,-6,-3.8
O=C(NCC1CCCN1S(=O)(=O)c1cccs1)c1cccc(Cl)c1 (stereo not drawn),-12,2,-8,3,3,2,3,-7,1.2
CCOc1ccccc1NC(=O)COC(=O)/C=C/c1ccc(OC)c(OC)c1,17,0,-4,0,3,10,-2,-4,1.7
S=C(NCC1CCCO1)Nc1ccc(Cl)c(Cl)c1 (stereo not drawn),14,6,-5,3,8,11,-13,-12,-0.4
COc1ccc(NC(=O)c2ccc3nc(C)c(N(C)C(=O)CCc4ccccc4)n3c2)cc1OC,-15,-1,0,2,3,6,4,-2,nt
COc1cc2[nH]c(=O)n(CCC(=O)NCc3cccnc3)c(=O)c2cc1OC,4,0,6,-6,0,-2,3,-1,2.3
CN(C)CCN(C)c1cc2c(c3c1ccn3C)C1CCC2O1 (stereo not drawn),-42,1,-2,-19,2,8,16,-6,nt

# Single records, from the list above. Order of values: M1 antag	M5 ag	M4 PAM	M4 antag	M4 ag	M5 antag	CHRM1 PAM	M5 PAM	CRFBP-R2 agonist
# `COc1ccc(C(=O)c2coc3ccc(O)c(CN(C)C)c23)cc1` in the list: 1	1	11	-23	3	-3	4	-1	-2.4
# `Cc1cc(NC(=O)COC(=O)c2ccc(OC(F)(F)F)cc2)no1` in the list: -1	0	7	4	0	8	1	4	0.8
# `COc1ccccc1NC(=O)C(=O)c1cn(CC(=O)N2CCOCC2)c2ccccc12` in the list: -14	-2	6	-12	2	-5	8	4	0.7
# `CCOc1ccccc1NC(=O)COC(=O)/C=C/c1ccc(OC)c(OC)c1` in the list: 17	0	-4	0	3	10	-2	-4	1.7

# (continued)
SMILES,M1 antag,M5 ag,M4 PAM,M4 antag,M4 ag,M5 antag,CHRM1 PAM,M5 PAM,CRFBP-R2 agonist
C=CCC1[C@H](C)[C@H]2[C@@H]3CC[C@@H](C3)[C@H]2CN1S(=O)(=O)c1ccc(C)cc1 (stereo partly drawn),-22,-2,-5,-3,-2,-9,2,2,41
O=C(NCCc1ccc2c(c1)OCCO2)c1ccc(F)cc1,10,3,-10,-8,13,8,-12,-5,-3.0
CC(OCC(O)CNCC1COc2ccccc2O1)c1ccc(Cl)cc1 (stereo not drawn),-5,-3,-8,4,3,7,4,-2,0.7
Cc1nnc(NC(=O)c2ccc(S(=O)(=O)C(F)F)cc2)s1,-13,4,3,16,1,-3,12,14,-2.0
S=C(Nc1ccc2nccnc2c1)N1CCOCC1,-6,2,-3,3,0,-7,6,4,4.7
CCn1c(SCC(=O)Nc2nccs2)nnc1-c1ccccn1,-16,-1,6,-3,0,3,10,4,0.8
CCOC(=O)Cn1cnc2c(nnn2-c2cccc(Cl)c2)c1=O,-3,-2,7,-6,2,4,8,-1,0.1
C=CCN1C(c2ccc(OCC)cc2)=CS/C1=C(\C#N)c1nnc2n1CCCCC2,10,0,-14,5,6,6,-4,-6,0.5
O=C(O)CP(=O)(c1ccccc1)c1ccccc1,-11,-2,22*,2,1,-6,11,-5,1.2
O=C(Nc1cccc2ccccc12)NC1CCS(=O)(=O)C1 (stereo not drawn),-8,-4,6,1,0,9,9,-7,5.7
COCC(=O)N[C@@H]1c2cc(OC)c(OC)cc2C[C@H]1OCc1ccccc1,-5,1,2,-7,2,-5,5,-1,-2.2
CSc1nc2oc3c(c2c2nncn12)CC(C)(C)SC3,-5,-1,-2,-7,1,1,1,-4,1.0
CN1CCc2c(c3ccccc3n2C)C1,-18,-15,7,-1,1,-3,13,5,-0.8
COc1ccc(C(=O)Nc2ccc(C)cn2)c(OC)c1,-5,0,3,-2,2,7,8,-6,-0.1
O=C(Nc1ccc(Br)cc1)C1CCCN1S(=O)(=O)c1cccs1 (stereo not drawn),-3,3,1,-1,6,-8,2,-4,-0.3
O=S(=O)(NCc1ccc(Cl)cc1)c1cccc2cccnc12,-12,-12,11,12,1,11,10,-4,-3.3
CCC(=O)N1CCc2cc(Br)cc(S(=O)(=O)N3CCC(C(=O)NCCCOC(C)C)CC3)c21,4,0,-6,-2,5,-2,13,2,-0.7
CCCc1ccc(OCc2nc(-c3ccc(NC(=O)c4ccco4)cc3)no2)cc1,-9,0,-1,-10,1,-3,3,0,-0.1
Cc1cc(C)c(C(=O)N2CCCC(Nc3ccc(C)c(C)c3)C2)o1 (stereo not drawn),0,-1,0,-9,1,-10,1,0,-1.8
CCOC(=O)c1c(C)c(-c2ccccc2)n(CC(=O)N2CCN(C)CC2)c1C,-8,2,5,5,4,0,6,-1,-1.8
CC1=C(C(=O)Nc2ccc(CC(=O)NCc3ccc(OC(C)C)cc3)cc2)SCCO1,4,0,-7,-2,2,2,-2,0,0.2
O=c1cc(CSc2nnc(-c3cccs3)n2Cc2ccccc2)nc2sc3ccccc3n12,7,-3,-17,-14,6,2,3,-5,0.2
CCn1c(SCC(=O)Nc2nccs2)nnc1-c1ccco1,-12,-4,1,-7,1,10,7,-5,-1.9
Cc1ccccc1Nc1nc2nonc2nc1N1CCOCC1,0,-2,-4,19,1,1,3,-2,-1.0
O=C(Nc1ccccc1Cc1ccccc1)c1ccc2c(c1)SC1=NS(=O)(=O)CCN12,8,-4,-2,-1,5,6,-7,-4,3.4
COc1ccc(NC2CCCN(C(=O)C3(C)CCCCC3)C2)cc1OC (stereo not drawn),-3,-1,-2,-8,6,-2,-2,1,3.1
